# Source: PubChem BioAssay (several laboratories)
# sdo1 growth – sdo1-depleted yeast growth rescue. 0.21% of 140,000 active. AID 817. z-score at 10 µM. S. cerevisiae sdo1-depleted JHY4D growth rescue, OD600 30 h; stronger effect = higher value; pdr5 snq2 efflux-pump mutant strain;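 active = z-score above 3 at both the 24 hr and the 30 hr optical density reads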;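 note: z-score against mean and SD of all compound wells on the same plate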
# Insulin prom inh – TRM-6 insulin promoter activity inhibition; TRM-6 cells (human fetal islet line), insulin promoter-eGFP reporter, imaging; reporter expression induced with tamoxifen; 0.9% of 130,000 active; AID 1273; inhibition, % at 2 µM;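 active = inhibition above the mean plus 3 SD, with well images judged a real hit on visual review, cut at about 60% in these data, passing the limit was not always enough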
# sdo1 growth Rescue 24 h – further read-out of sdo1 growth, marked with its call; z-score; S. cerevisiae sdo1-depleted JHY4D growth rescue, OD600; measured here: growth rescue at 24 h;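 0 is the plate mean of compound wells and units are plate SD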
# Numbers without * were called inactive; x = not tested or not shown.
# The line under a structure holds: sdo1 growth	sdo1 growth Rescue 24 h	Insulin prom inh
COc1ccc(OC)c(S(=O)(=O)N2CCCCC2C(=O)N2CCN(c3ccccn3)CC2)c1 (stereo unspecified)
 : -0.78	-1.2	0
CCC(=O)N/N=C(\C)CC(=O)Nc1cccc([N+](=O)[O-])c1
 : 1.1	0.96	x
CCOC(=O)C(=O)c1c(-c2ccccc2)nc2ccccn12
 : x	x	-450
COc1ccc(CN=C(NS(=O)(=O)c2cccs2)SC)cc1
 : 0.28	0.06	x
O=C(Cc1ccccc1[N+](=O)[O-])NCc1ccc(Cl)cc1
 : 0.51	0.22	-25
O=C(CCc1ccc(S(=O)(=O)NCc2ccccc2)cc1)NCc1ccco1
 : -0.18	-0.34	21
COc1ccc(NC(=O)CSc2nnc(CNC(=O)c3ccco3)n2-c2ccccc2OC)cc1
 : 0.11	-0.3	24
CCc1ccc(NC(=O)N(CCOC)C2CCN(C(C)=O)CC2)cc1
 : -0.93	-1.3	-34
CCOC(=O)N1CCC2(CC1)C(C#N)=C(N)OC1=C2C(=O)CC(C)(C)C1
 : 0.41	1.2	20
Nc1c(C(=O)NCc2ccco2)nnn1Cc1ccccc1
 : 0.45	-0.36	17
Cc1ccnc(NC(=O)Nc2cccc(F)c2)c1
 : -0.95	-0.83	6
COc1ccc(S(=O)(=O)N(CC(=O)O)c2ccc(C)cc2)cc1
 : 1.4	0.62	x
O=C1CC(N2CCC(c3nc4ccccc4o3)CC2)C(=O)N1c1cc(Cl)cc(Cl)c1 (stereo unspecified)
 : -0.71	0.7	6
CN1CCN(CC(=O)Nc2c(C(=O)C3CC3)oc3ccccc23)CC1
 : 0.16	-0.54	14
COC(=O)c1ccc(CSc2nc3scc(-c4cccs4)c3c(=O)[nH]2)o1
 : 0.2	1.1	15
COc1ccc(CN2C(=O)C3C4C=CC(C4)C3C2=O)cc1 (stereo unspecified)
 : 0.23	0.03	-30
O=C(NCCO)/C(=C\c1cccc([N+](=O)[O-])c1)NC(=O)c1ccco1
 : 0.97	0.39	x
CCN(CC)/C(Sc1ccccc1)=C(\C(Cl)=C(Cl)Cl)[N+](=O)[O-]
 : x	x	-36
CCCCCCCCNC(=O)c1cnccn1
 : 9.4*	7.6*	x
COc1ccccc1N1CCN(S(=O)(=O)c2cccc3nsnc23)CC1
 : -0.16	-0.25	-30
Cc1cc(C)c(NC(=O)CSc2nccn2C)c(C)c1
 : 0.07	-0.14	-5
CCCN(CCC)S(=O)(=O)c1ccc(NC(=O)Cc2cccs2)cc1
 : -0.32	0.32	-63
O=C(c1ccc(F)cc1)c1ccc(N2CCCC2)cc1
 : -0.33	0.01	19
CCCCN(C(=O)CSc1cc(C)c2ccccc2n1)c1c(N)n(Cc2ccccc2)c(=O)[nH]c1=O
 : 0.89	0.03	-33
Cc1ccc(SC(c2ccccc2)C(Cn2cncn2)C(=O)c2ccccc2)cc1 (stereo unspecified)
 : -1.1	-0.21	25
O=C(Nc1nc2ccc(S(=O)(=O)N3CCCCC3)cc2s1)C1CCCO1 (stereo unspecified)
 : -0.53	-0.52	-5
COc1cccc2sc(NNC(=O)C3COc4ccccc4O3)nc12 (stereo unspecified)
 : x	x	-47
Cc1ccc(C(=O)N/N=c2\sc3ccccc3n2C)cc1
 : -0.17	-1.1	x
COc1ccc(CCN(C(=O)c2ccccc2)C2=CC3CCC(C2)N3C)cc1OC (stereo unspecified)
 : 0.66	0.22	-6
CCOC(=O)c1ccc(NC(=O)CN(C)S(=O)(=O)c2ccc(Br)s2)cc1
 : -1.9	-2.2	-17
Cc1nc2ccc(CCO)cc2s1
 : 1.4	0.99	29
O=C(NCCN1CCOCC1)[C@H](Cc1ccccc1)N1C(=O)c2ccccc2C1=O
 : 0.39	0.34	-14
CCOC(=O)C1CCCN(c2c(Nc3cccc(C)c3)c(=O)c2=O)C1 (stereo unspecified)
 : -0.1	0.63	x
O=[N+]([O-])c1nn(-c2ccc3c(c2)OCCO3)n(O)c1=NC1CCN(Cc2ccccc2)CC1
 : x	x	53
CC1=C(C(=O)OCC(C)C)C(c2cccc(F)c2)N2C(=O)C(C)SC2=N1 (stereo unspecified)
 : -0.8	-0.75	-93
CCOc1ccc(-c2ccc(SCC(=O)N3CCN(c4ccccc4)CC3)nn2)cc1
 : -0.06	0.45	x
Cn1ncc2c(NNC(=O)C3CCCCC3)ncnc21
 : x	x	42
CC1CCN(CCCCOc2ccc([N+](=O)[O-])cc2)CC1
 : 0.18	0.81	0
CCNC(=O)NC(=O)C(C)Sc1nc2ccccc2n1CC(C)C (stereo unspecified)
 : -0.48	-1.4	12
COc1cc(/C=C/C(=O)OCC(=O)NCc2ccco2)cc(OC)c1OC
 : -0.31	-0.11	32
CC(=O)N1CCN(C(=O)CC2OC(=O)c3ccccc32)CC1 (stereo unspecified)
 : -0.64	-1.3	-6
CCCc1nnc(SCC(=O)N2CCCCC2C)n1CCCOC (stereo unspecified)
 : 0.3	-0.03	-5
C/C(=N\OCC(=O)N/N=C/c1ccccc1O)c1cccs1
 : 0.9	0.01	54
CC(CN(C)Cc1nc(Cc2cccc(C(F)(F)F)c2)no1)CN1CCCC1 (stereo unspecified)
 : x	x	-138
CC1CN(c2ccccc2)CCN1Cc1nc(Cc2ccccc2)no1 (stereo unspecified)
 : x	x	-79
CCCc1nc2sc3c(SCC(=O)NCc4ccco4)ncnc3c2c2c1CCC2
 : -1.2	0.36	-4
COc1ccccc1NC(=O)Oc1ccc(C(C)=O)cc1
 : 0.15	-0.62	16
COc1ccc(S(=O)(=O)NCCSCc2ccccc2C)cc1Br
 : -1.3	-1.1	31
Cc1ccc(C(=O)COC(=O)CNS(=O)(=O)c2ccccc2)cc1[N+](=O)[O-]
 : 1.1	0.55	x
Cc1cc(N)n2nc(-c3ccc(C(C)(C)C)cc3)cc2n1
 : -1.2	-1.2	x
CC(=O)c1c(C)c2c(n1CCN(C)C)CCCC2
 : -0.83	-1.3	14
Cc1ccc(CN2CCN(Cc3ccccc3)C(CCO)C2)s1 (stereo unspecified)
 : x	x	5
NS(=O)(=O)c1ccc(NC(=S)N2CCN(S(=O)(=O)c3ccc(F)cc3)CC2)cc1
 : 0.23	-0.03	-26
Cc1ccc([N+](=O)[O-])cc1/C=N/Nc1nnnn1-c1ccccc1
 : 0.29	1.5	11
O=C(NCC1CCCO1)c1ccc(Br)o1 (stereo unspecified)
 : x	x	11
CC(C)C(=O)Nc1ccc(NC(=O)CCc2ccccc2)cn1
 : x	x	-78
CCN(CC)S(=O)(=O)c1ccc(C(=O)Nc2ccc3c(c2)OCCO3)cc1
 : -0.07	-0.1	x
CCCCOc1ccc(S(N)(=O)=O)cc1
 : 0.96	1.2	-69
COc1ccc2cc(CN(C(=O)Nc3ccccc3OC)C3CCCC3)c(=O)[nH]c2c1
 : -0.58	-1.1	-27
CCCCn1nnc(NC(=O)Cc2ccc(Cl)cc2)n1
 : 1.2	1.4	55

# Some of the entries so far, with each value named.
Structure: O=C(c1ccc(F)cc1)c1ccc(N2CCCC2)cc1
  sdo1 growth = -0.33
  sdo1 growth Rescue 24 h = 0.01
  Insulin prom inh = 19
Structure: CCCCN(C(=O)CSc1cc(C)c2ccccc2n1)c1c(N)n(Cc2ccccc2)c(=O)[nH]c1=O
  sdo1 growth = 0.89
  sdo1 growth Rescue 24 h = 0.03
  Insulin prom inh = -33

# New compounds follow
Molecule | sdo1 growth | sdo1 growth Rescue 24 h | Insulin prom inh
Cn1c(CCNC(=O)c2ccccc2F)nnc1SCc1nc2ccccc2c(=O)[nH]1 | -0.35 | -1.4 | 6
Cc1ccc(S(=O)(=O)NN2C(=O)c3ccccc3NC2c2ccccc2O)cc1 (stereo unspecified) | x | x | -50
CSC1=NCCN1C(=O)Cc1ccc(Cl)cc1 | 1.2 | 0.98 | x
O=C(Nc1ccccc1F)c1ccncc1 | 1.4 | 1 | 67
O=C(O)c1ccc(/C=N/NC(=O)c2ccc(Br)cc2)cc1 | 0.53 | 0.02 | -38
C=CCn1c(SCC(=O)c2cc(C)n(C(C)COC)c2C)nc2sc(C)c(C)c2c1=O (stereo unspecified) | 0.08 | 0.66 | -2
CC(C)C1=NN2C(=N)CC(=O)N=C2S1 | 0.98 | 0.72 | x
COc1ccc(C(C)=O)cc1CSc1nc2ccccc2c(=O)n1-c1cccc(C)c1 | -0.89 | -0.57 | 27
COC(=O)c1ccc(-n2c(C)cc(-c3csc(NC(=O)c4ccc(S(=O)(=O)N(C)C)cc4)n3)c2C)cc1 | 0.17 | 0.57 | 18
COC(=O)c1c(C)[nH]c(C(=O)/C=C/c2ccccc2)c1C | 0.03 | 0.24 | 23
CN(c1ccc(OCC(=O)OCC(=O)Nc2ccccc2F)cc1)S(=O)(=O)c1cccs1 | -0.48 | -1.5 | 54
O=C(NNC(=O)c1cc2cc3ccccc3nc2s1)c1cccc(Cl)c1 | -1 | 0.25 | -16
CCS(=O)(=O)c1ccc2c(c1)N(S(C)(=O)=O)CC(C(=O)NCCOC)O2 (stereo unspecified) | -1 | -1.4 | -23
Cc1ccc(C(=O)OCc2cn(-c3ccccc3)nn2)cc1 | x | x | -11
O=C(Nc1ccc(Oc2ccccc2)cc1)c1ccc(Cn2c(=O)[nH]c3ccsc3c2=O)cc1 | 1.8 | 4 | -15
Cc1ccc(C)c(NC(=O)C2CC3c4ccccc4C2c2ccccc23)c1 (stereo unspecified) | -0.69 | -0.16 | -50
Clc1ccc2scc(CN3CCCCC3)c2c1 | 0.72 | 0.32 | -117
CCSc1nc(N2CCOCC2)c2c(c1C#N)CCCC2 | -1.3 | -0.38 | -3
COc1ccc(/C=C/C(=O)Nc2ccccc2)cc1OC | x | x | 45
CC(=O)N/N=C(\C)CC(=O)Nc1cccc(C(F)(F)F)c1 | x | x | -64
Cc1ccc(/C=C2\Sc3ccccc3C2=O)s1 | 0.43 | 1.2 | 19
CCc1ccc(-c2cc(C(=O)NCc3ccco3)c3ccccc3n2)s1 | -1.4 | -1.3 | -17
CCCN1CC(O)=C(C#N)C1=O | x | x | 13
Cc1cc(C)c2nc(N3CCC(C(=O)NCc4cccnc4)CC3)sc2c1 | x | x | 11
Cc1nonc1OCCNc1ccc([N+](=O)[O-])cc1[N+](=O)[O-] | -0.14 | -0.53 | -3
O=C1C(=O)N(CCN2CCOCC2)C(c2ccccn2)/C1=C(/O)c1ccc(Cl)cc1 (stereo unspecified) | 1.3 | 1.3 | 11
O=[N+]([O-])c1cc(C(F)(F)F)ccc1N1CCN(S(=O)(=O)c2ccc3ccccc3c2)CC1 | -0.78 | -1.2 | 6
COc1ccc2c(Cl)c(C(=O)NCC3CCCO3)sc2c1Cl (stereo unspecified) | -0.04 | 0.6 | 0
CC(=O)N/C(=C/c1ccc(Cl)cc1)C(=O)NCCc1c[nH]c2ccccc12 | 0.32 | -0.34 | x
Cc1nc2sccn2c1-c1csc(NCc2ccccc2)n1 | -0.71 | -0.94 | x

# Next section; the last three above are carried over.
Molecule | sdo1 growth | sdo1 growth Rescue 24 h | Insulin prom inh
COc1ccc2c(Cl)c(C(=O)NCC3CCCO3)sc2c1Cl (stereo unspecified) | -0.04 | 0.6 | 0
CC(=O)N/C(=C/c1ccc(Cl)cc1)C(=O)NCCc1c[nH]c2ccccc12 | 0.32 | -0.34 | x
Cc1nc2sccn2c1-c1csc(NCc2ccccc2)n1 | -0.71 | -0.94 | x
CC(C)(C)NC(=O)c1ccc(COCC(F)(F)F)o1 | 0.24 | 0.01 | 69
CC(C)c1ccc(C2=NN(c3ccccc3)C(=O)CC2)cc1 | 0.37 | 0.42 | x
C#CCOCCOCCOCCNc1nc(N2CCOCC2)nc(N2CCN(C(=O)[C@H]([C@@H](C)CC)n3cc(CCCCN)nn3)CC2)n1 | -0.87 | -1.1 | 23
O=[N+]([O-])c1ccc(-n2cccc2/C=N/Nc2nc(N3CCCCC3)nc(N3CCCCC3)n2)cc1 | x | x | 0
O=C(O)CCCC(=O)Nc1cccc(-c2nc3ccccc3[nH]2)c1 | 0.92 | 0.58 | 55
O=C(NNC1CC(c2ccccc2)=NN1C(=O)c1ccccc1)c1ccccc1 (stereo unspecified) | x | x | -23
Cc1cc(C)n(CCn2nc(C)cc2C)n1 | 1.7 | 1.2 | x
CCOCCCn1c(=NC(=O)c2ccc(OC)c(OC)c2)c(C#N)cc2c(=O)n3cccc(C)c3nc21 | -0.27 | -0.72 | 16
CC(C)CCC(C(=O)O)C(C)CC(=O)NC1CCCCC1 (stereo unspecified) | -1.4 | -2.3 | 0
O=C(NC1CCCCCC1)C1c2ccccc2C(=O)N1Cc1ccco1 (stereo unspecified) | 0.06 | 0.11 | -55
CCCN(CCC)CCCNC(=O)c1cn(CC)c2ccc(S(=O)(=O)N3CCc4ccccc4C3)cc2c1=O | x | x | -36
CSc1sc(C(=O)O)c(C)c1C(C)=O | -0.02 | -0.47 | -26
CS(=O)(=O)c1ccc(C(=O)OCc2nnc(-c3ccccc3)o2)cc1[N+](=O)[O-] | x | x | -8
CC1=C(C#N)C(c2cccnc2)C2=C(CCCC2=O)N1 (stereo unspecified) | 0.28 | 1 | -93
O=C(CSc1ccc2nnc(-c3cccc(F)c3)n2n1)NCC1CCCO1 (stereo unspecified) | 1.3 | 0.2 | x
CCn1cnc2cc(NCc3ccc(OC)cc3)ccc21 | 0.76 | 0.78 | 54

# Filtered by structure: those above with a CF3 group.
Molecule | sdo1 growth | sdo1 growth Rescue 24 h | Insulin prom inh
CC(CN(C)Cc1nc(Cc2cccc(C(F)(F)F)c2)no1)CN1CCCC1 (stereo unspecified) | x | x | -138
CC(=O)N/N=C(\C)CC(=O)Nc1cccc(C(F)(F)F)c1 | x | x | -64
O=[N+]([O-])c1cc(C(F)(F)F)ccc1N1CCN(S(=O)(=O)c2ccc3ccccc3c2)CC1 | -0.78 | -1.2 | 6
CC(C)(C)NC(=O)c1ccc(COCC(F)(F)F)o1 | 0.24 | 0.01 | 69

# A portion of the library. The share of hits here may be higher or lower than overall.
